Compound activity: PubChem, several laboratories
GC-A act: GC-A stimulated cGMP production enhancers – HEK293 GC-A cells, cGMP TR-FRET, EC30 ANP, primary screen; Atrial natriuretic peptide receptor 1 (Homo sapiens), P16066; 0% at EC30 ANP, 100% saturating ANP; activation, % at 10 µM; 370,000 tested, 0.14% active; AID 1671463, 2021; in the data active means activation above about 40%
HTRA1 inhibitor: HTRA1 serine protease inhibitors, primary screen, biochemical, fluorescence polarization, HTS; Q92743; inhibition, % at 5.96 µM; recombinant HTRA1, FP-rhodamine activity-based probe; 340,000 tested, 0.5% active; in the data active means inhibition above about 36%;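 further: 0% = enzyme with DMSO and 100% = wells lacking enzyme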
SIAE inh: human SIAE inhibitors, primary screen, biochemical, fluorescence polarization, FP-Rh probe, 1536-well HTS. Sialate O-acetylesterase (Homo sapiens), Q9HAT2. SIAE FP-Rh probe binding. inhibition, % at 9.66 µM. 370,000 tested, 0.69% active;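 active means inhibition above a cutoff: mean of compounds within the control limits plus 3 SD of those, cut at about 17% in these data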;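 further: 0% = plate median of compound wells and 100% = probe without SIAE protein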
GC-B act: human GC-B receptor activators, primary screen, HEK293 GC-B cells, cGMP TR-FRET, EC30 CNP. 0% at EC30 CNP, 100% saturating CNP. activation, % at 10 µM. 370,000 tested, 0.11% active;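 active means activation at 10 µM reaching about 35% in either raw or pattern-adjusted values, limit read from the data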
ABHD4 inh: ABHD4 inhibitors, primary screen, biochemical, fluorescence polarization, mouse; (Lyso)-N-acylphosphatidylethanolamine lipase (Mus musculus), Q8VD66; purified mABHD4, FP-Rh probe fluorescence polarization; 370,000 tested, 0.54% active; AID 720543, 2013; inhibition, % at 8.92 µM;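 active means inhibition exceeding the mean over every tested compound plus 3 SD, cut at about 30% in these data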;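 further: 0% = plate median of compound wells and 100% = S159A mutant with DMSO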
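System: mouse ABHD4 enzyme, wild type / Medium: HEPES pH 7.0, NaCl, Pluronic buffer / Reagent: FP-Rh activity-based fluorescent probe / Control set: S159A mutant high control, sample median low control / Detection: fluorescence polarization with parallel and perpendicular emission, 525/598 nm / Schedule: 45 min + 60 min at 25 °C / Compound dosing: 8.92 µM, single dose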
PRMT1 FP inh: PRMT1 methyltransferase inhibitors, primary screen, biochemical, fluorescence polarization; Protein arginine N-methyltransferase 1 (Homo sapiens), Q99873; recombinant PRMT1, activity-based probe fluorescence polarization; inhibition, % at 2.79 µM; 370,000 tested, 1.3% active; AID 652257, 2013;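 active means inhibition above about 21% made by adding two undisclosed values, limit read from the data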
MBD2 DNA inh: inhibitors of MBD2 binding to methylated DNA, primary screen, biochemical, TR-FRET, DNA-binding domain, human | Methyl-CpG-binding domain protein 2 (Homo sapiens), Q9UBB5 | MBD2 binding to methylated oligonucleotide | inhibition, % at 4.4 µM | 370,000 tested, 0.31% active; in the data active means inhibition above about 13%
rCAG RNA binder: binders of r(CAG) RNA repeats, primary screen, biochemical, fluorescence; r(CAG) RNA repeat, TO-PRO-1 dye displacement fluorescence; inhibition, % at 3 µM; 370,000 tested, 1.3% active; AID 651821, 2012;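 active means inhibition above the plate cutoff, the mean of all test compounds on that plate plus 3 SD, cut at about 35% in these data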;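 further: 0% = DMSO alone and 100% = 100 µM mitoxantrone as full dye displacement; higher means more dye released from RNA so lower well fluorescence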
TCR-CD3 inh: inhibitors of human TCR-CD3 interaction, primary screen, biochemical, fluorescence, TAMRA-labeled TCR probe; inhibition, % at 9.4 µM; AID 651800, 2012; 360,000 tested, 0.37% active; in the data active means inhibition above about 19%;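 further: recombinant mutant TCR 2C K166C tagged with TAMRA read by polarization; 0% = receptor in buffer alone and 100% = receptor with positive control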
UHRF1 binding: UHRF1 methylated DNA binding inhibitors, primary screen, counter-screen for MBD2 inhibitor project, biochemical, TR-FRET, human UHRF1, single concentration; E3 ubiquitin-protein ligase UHRF1 (Homo sapiens), Q96T88; UHRF1 binding to methylated oligo; inhibition, % at 4.4 µM; 370,000 tested, 0.75% active; AID 687016, 2013; in the data active means inhibition above about 21%;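 further: UHRF1 SRA domain binding a hemimethylated CpG hairpin DNA probe; 0% = median of test compound wells and 100% = reference inhibitor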
Target sequence (Q96T88 whole entry, looked up, the tested form may be a part): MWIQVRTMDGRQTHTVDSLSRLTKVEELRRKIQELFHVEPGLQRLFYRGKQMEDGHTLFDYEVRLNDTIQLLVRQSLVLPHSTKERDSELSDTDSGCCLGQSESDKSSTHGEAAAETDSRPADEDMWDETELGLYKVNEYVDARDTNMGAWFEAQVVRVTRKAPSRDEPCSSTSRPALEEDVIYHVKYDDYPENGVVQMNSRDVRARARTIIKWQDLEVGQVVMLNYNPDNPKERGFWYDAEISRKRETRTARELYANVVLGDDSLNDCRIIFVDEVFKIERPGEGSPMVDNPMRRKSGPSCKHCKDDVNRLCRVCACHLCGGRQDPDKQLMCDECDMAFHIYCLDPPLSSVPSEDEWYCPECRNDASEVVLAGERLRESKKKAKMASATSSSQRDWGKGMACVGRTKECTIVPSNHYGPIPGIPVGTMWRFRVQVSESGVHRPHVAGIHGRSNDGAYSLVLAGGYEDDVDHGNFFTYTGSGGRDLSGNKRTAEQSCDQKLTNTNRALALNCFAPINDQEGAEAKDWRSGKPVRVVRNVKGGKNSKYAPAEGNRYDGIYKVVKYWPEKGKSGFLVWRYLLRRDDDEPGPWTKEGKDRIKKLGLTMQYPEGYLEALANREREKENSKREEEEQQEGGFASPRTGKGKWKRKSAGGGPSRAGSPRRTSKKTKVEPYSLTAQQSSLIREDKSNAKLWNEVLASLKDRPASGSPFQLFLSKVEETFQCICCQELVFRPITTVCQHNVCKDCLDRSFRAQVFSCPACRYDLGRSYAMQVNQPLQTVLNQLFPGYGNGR
* hit, by the source's call; . = no result given. These rows are one share of the data; the hit share may differ from the screen's.

smiles,PRMT1 FP inh,GC-A act,GC-B act,SIAE inh,MBD2 DNA inh,rCAG RNA binder,HTRA1 inhibitor,UHRF1 binding,ABHD4 inh,TCR-CD3 inh
Cc1ccc(C(=O)N/C(=C/c2cccnc2)C(=O)N2CCCCCC2)cc1,3,-1,2,-3,8,-9,9,5,-2,-5
c1ccc(Cc2nn3c(-c4ccncc4)nnc3s2)cc1,-1,4,0,3,3,-2,-8,3,3,-6
CCOC(=O)c1[nH]c(CSc2nnc(-c3ccncc3)n2CCOC)c(C(=O)OCC)c1C,-3,-2,0,2,0,7,-3,-3,-4,-3
C=C(C)Cn1c(N2CCCC2)nc2c1c(=O)[nH]c(=O)n2C,-7,-2,1,4,-3,1,-11,-2,-5,-2
Cc1ccccc1-n1ncc2c([N+](=O)[O-])cc([N+](=O)[O-])cc21,2,-10,2,4,-1,-1,-2,-2,13,4
O=C(O)CNC(=O)C1COc2ccccc2O1 (stereo unspecified),-2,1,3,17,-2,-2,8,-3,2,-3
Cc1ccc(NS(=O)(=O)c2c(C)noc2C)cc1,-3,2,2,0,0,-2,2,-2,2,4
O=C1CSC(c2ccccn2)N1c1ccc(F)cc1F (stereo unspecified),-3,6,1,-4,1,-4,8,-1,7,-6
Cc1csc(NC(=O)c2ccc(C)c([N+](=O)[O-])c2)n1,6,3,0,-1,5,-1,-1,2,1,-1
Cc1ccccc1CNC(=O)CCNS(=O)(=O)c1ccc(OC(F)(F)F)cc1,-16,0,6,1,0,0,4,1,3,12
O=C(c1ccc(Cl)c(S(=O)(=O)N2CCCCC2)c1)N1CCN(c2ccccc2)CC1,2,0,0,0,-1,-6,-8,3,2,-10
Cc1nc(SCCCSc2n[nH]c(C)n2)n[nH]1,-3,0,2,-2,1,-1,7,0,-4,-7
CC(C)(C)SCCNC(=O)c1ccccc1,0,3,5,-4,0,1,-11,-3,-4,3
CCCCC(=O)N(C)c1c(C)nc2ccc(C(=O)N(C)CCN(C)C)cn12,-2,0,-1,1,-8,0,.,-2,6,4
CC1(C(=O)Nc2ccc3nc[nH]c3c2)CCN1C(=O)C1(c2ccccc2)CCCC1 (stereo unspecified),-6,-3,1,0,0,0,.,-2,-7,12
COCCn1c(SCc2ccc(Cl)cc2)nc2c1c(=O)[nH]c(=O)n2C,2,-6,-6,-4,-5,0,4,-1,2,4
CC(C)C[C@H]1CN(CCCC[C@H]2CNC(=O)C(=O)N2CCC2CCCCC2)C(=O)C(=O)N1CCc1ccccc1,5,3,-6,-6,4,0,.,0,5,0
Cn1ncc(Cl)c1C(=O)NC(=S)Nc1sc2c(c1C#N)CCCCC2,8,0,1,8,4,2,4,-1,-3,-1
O=C(Cc1cccc(NC(=O)C2CCCN(C(=O)C3CCCC3)C2)c1)Nc1ccc(C(=O)N2CCOCC2)cc1 (stereo unspecified),0,3,4,2,0,3,3,0,0,-1
CCOC(=O)/C(C#N)=C\c1cc(C)n(-c2ccccc2)c1C,-2,-6,-6,1,0,1,5,0,0,2
COC(=O)c1ccccc1NC(=O)CSc1ccccc1,1,-5,-3,-5,1,0,-4,6,-8,-1
CC(C)C[C@H](NC(=O)NCCc1ccc(Cl)cc1)C(=O)O,-4,6,6,0,-1,2,0,0,0,1
O=C(NCc1ccccc1)C1=C[C@H](C2CCCCC2)C[C@H](OCCCCO)O1,-4,5,8,6,-5,-5,-33,-7,-10,1
Cc1ccc(NC(=O)CN(C)C(=O)/C=C/c2cccc(F)c2)cc1,2,-2,10,8,5,-3,-2,0,-3,-4
CCn1nc(NC(=O)C(C)C)c2cc3ccc(C)cc3nc21,-6,3,1,1,2,-3,1,3,-1,3
CCCCn1c(=O)[nH]c(=O)c2c1nc(-c1ccc([N+](=O)[O-])cc1)n2CC,1,-3,-6,1,2,-1,11,1,-2,-3
COC(=O)C1CCN(C(=O)COC(=O)c2oc3ccc(OC)cc3c2C)CC1,-8,0,3,0,6,-2,0,-2,-2,-1
CCCn1c(SCC(=O)N2CCCCC2)nnc1-c1ccccn1,-3,-6,3,1,-3,-4,.,-1,0,1
CN(C)CCCNC(=O)C(=O)NCC(c1cccs1)S(=O)(=O)c1ccc(F)cc1 (stereo unspecified),0,4,4,4,-1,0,4,8,3,0
NC(=O)CC(NC(=O)Cc1ccc(Br)cc1)c1ccc(NCc2ccccn2)c([N+](=O)[O-])c1 (stereo unspecified),3,0,-2,1,-3,5,3,1,2,0
O=C(CN1N=C(c2ccccc2)CCC1=O)NCc1ccco1,-2,-1,-2,-1,2,1,.,-1,-9,1
CCC1(CC)NC(=S)NC1=S,-4,-3,4,5,1,2,1,-1,1,6
CCN(CC(=O)Nc1ccccc1C(F)(F)F)C(=O)c1cc(S(=O)(=O)N2CCCCCC2)ccc1OC,0,-1,-2,8,1,-4,0,1,7,-4
Cc1nn(-c2ccc(F)cc2)c(Cl)c1/C=C/C(=O)OCC(=O)Nc1ccc(F)cc1F,-5,-3,4,-3,2,6,1,-5,8,0
COc1ccc(NC(=O)C2Cc3c(-c4cccc(F)c4)ccnc3O2)cc1 (stereo unspecified),-2,0,4,-6,-4,4,.,0,3,5
COC(=O)CN1C(=O)C(C)(C)Oc2ccc(C(=O)Nc3cccc(OC)c3)cc21,-1,2,6,-8,2,-2,-9,-1,-2,11
CCS(=O)(=O)c1nnnn1-c1ccccc1S(C)(=O)=O,-2,3,4,-3,6,-3,2,3,-6,-4
COc1ccc(N2CCN(c3nc4ccccc4n3CC(=O)c3ccccc3)CC2)cc1,-4,2,-1,3,2,2,-7,-2,2,0
COc1ccc(C2=NOC(C(=O)Nc3cccnc3Cl)C2)cc1 (stereo unspecified),-3,-1,-3,1,1,-2,-3,4,-3,5
Fc1ccc(-c2ncc3ccccn23)cc1,-1,4,-1,7,-5,-2,10,-1,-6,1
O=C(CCC1CCCN(c2ncccn2)C1)NCc1ccccc1F (stereo unspecified),-2,2,-8,2,4,-5,-1,-4,-2,-7
CCOc1cc(CNCCSc2nnnn2C)cc(Br)c1OCc1ccccc1,2,-8,3,-3,6,2,-20,6,4,-2
Clc1ccc(Oc2ncnc3oc(-c4ccccc4)cc23)cc1,-3,2,2,-4,1,-1,4,0,2,2
CC(C)(C)n1ncc2c(=O)n(CC(=O)NCc3ccco3)cnc21,0,0,-6,8,6,4,4,1,9,3
O=C(Cc1ccccc1)Nc1ncccn1,2,4,9,-6,-2,3,-4,-2,5,7
Cc1cccc(C)c1OCC(O)CN (stereo unspecified),-2,-7,5,2,-5,0,3,3,4,-1
CCCCN(C(=O)COC(=O)c1ccccc1)c1c(N)n(CCC)c(=O)[nH]c1=O,1,1,-3,-1,1,0,1,0,1,-5
CCn1cnc2c1c(=O)n(CC(=O)O)c(=O)n2Cc1ccccc1,1,0,0,-1,-4,-3,-2,-1,0,4
O=C(Cn1cc(C(=O)C(F)(F)F)c2ccccc21)NCc1ccco1,-1,-2,-4,5,-7,4,-1,-2,-6,3
CCCCCn1c(SCCc2ccccc2)nc2c1c(=O)[nH]c(=O)n2C,-1,3,6,2,-2,0,-3,1,1,4
Cn1cc(CN2CCCC(C(=O)c3ccc(-c4ccccc4)c(F)c3)C2)cn1 (stereo unspecified),-1,-2,0,1,-3,-8,-5,1,6,-2
CCOC(=O)c1ccc(NC(=S)NCc2ccccc2)cc1,1,-2,0,-3,-5,4,-22,1,-16,-3
O=C(CSc1ccccc1)NCCc1ccc(F)cc1,-2,1,3,3,-7,-2,4,-1,-2,-7
C=C(C)c1cccc(C(C)(C)NC(=O)Nc2ccc(C(C)=O)cc2)c1,5,-3,1,-11,5,8,-21,9,-26,0
Cc1ccc(-c2nc(CSCC(=O)Nc3cc(C)on3)c(C)o2)cc1,-4,-2,-1,7,-7,1,0,-2,5,3
Cc1cc2nc(C)n(CCCNC(=O)Nc3ccc(F)cc3)c2cc1C,-5,-2,-9,-9,2,-1,-4,0,5,6
Cn1c(CNc2nc(-c3ccccc3)cs2)nnc1SCC(=O)c1ccccc1,8,-1,-5,-5,4,9,-13,6,-6,-9
CC1(C)CC(=O)/C(=C(\O)c2ccccc2)C(=NCCO)C1,-3,0,2,-1,-2,3,2,0,1,1
CC(C)[C@H](NC(=O)N1CCOCC1)C(=O)N1CCC[C@H]1C(=O)NCc1ccccc1,-2,0,-2,3,2,1,.,2,4,1
Cc1ccc(Nc2nc(NCCO)nc(N3CCCC3)n2)cc1,3,-4,0,-2,6,6,1,7,-11,-7

Quoted from above, two compounds:
smiles,PRMT1 FP inh,GC-A act,GC-B act,SIAE inh,MBD2 DNA inh,rCAG RNA binder,HTRA1 inhibitor,UHRF1 binding,ABHD4 inh,TCR-CD3 inh
Clc1ccc(Oc2ncnc3oc(-c4ccccc4)cc23)cc1,-3,2,2,-4,1,-1,4,0,2,2
CC(C)(C)n1ncc2c(=O)n(CC(=O)NCc3ccco3)cnc21,0,0,-6,8,6,4,4,1,9,3

Additional structures.
smiles,PRMT1 FP inh,GC-A act,GC-B act,SIAE inh,MBD2 DNA inh,rCAG RNA binder,HTRA1 inhibitor,UHRF1 binding,ABHD4 inh,TCR-CD3 inh
CC(C)(C)c1ccc(OCC(O)CN2CCN(C(=O)c3ccccc3)CC2)cc1 (stereo unspecified),-4,0,1,1,-5,-9,5,-3,28,0
CC(C)(C)C(=O)CSc1nnc(Nc2ccccc2)s1,-3,2,0,13,1,-2,-7,-2,3,6
CCN(c1cccc(C)c1)S(=O)(=O)c1ccc2c(c1)CCN2C(C)=O,-3,0,1,-4,-4,-2,0,-1,-3,3
Cc1ccc(C(=O)O/N=C(\c2ccccc2)c2ccncc2)cc1,0,1,4,4,-1,-3,.,0,-4,6
COc1ccc(NC(=O)c2cc(F)c(F)cc2Cl)cc1Cl,-4,-5,-2,-8,-6,2,-15,-3,-14,5
O=C(OCC#CCSc1nnc(-c2ccc(Br)cc2)o1)c1ccco1,-3,5,2,0,-6,-2,-8,-4,-9,4
Cc1cc2c(c(=O)n1Cc1cccnc1)C(Cc1ccccc1)C(C#N)=C(N)O2 (stereo unspecified),-3,-4,-3,0,0,0,-1,3,-2,-4
COc1ccc(S(=O)(=O)N2CCn3c2nc2ccccc23)cc1,4,-2,4,2,-2,-1,4,5,0,1
Cc1ccc(NC(=O)NCc2ccc3c(c2)OCO3)cc1C,-4,3,-4,2,-3,-3,-4,5,4,-4
CN(C)CCNc1nc(-c2ccccc2CO)c2sccc2n1,2,0,-4,4,7,0,.,-2,6,-1
Cc1cc(C)n2ncc(/C(N)=N/OC(=O)Nc3ccccc3)c2n1,0,-1,4,0,-3,-1,-1,4,-3,-6
